Compound activity (PubChem BioAssay)
MK inhibit – S. pneumoniae MK inhibitors, primary screen, biochemical, PK/LDH-coupled NADH absorbance; mevalonate kinase [Streptococcus pneumoniae D39]; purified MK, PK/LDH-coupled NADH absorbance 340 nm; inhibition, % at 10 µM; 0.48% of 65,000 active;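 active = ranked among the strongest by inhibition in the single 10 µM screen, a fixed top-ranked set picked for dose follow-up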; also: no value below 0 was filed
HT1080 cytotoxicity – cytotoxicity in HT1080 fibrosarcoma cells, cell-based, fluorescence readout (AID 620); 0.42% of 87,000 active; cytotoxicity, % at 10 µM, or EC50 in µM where a hit was titrated; HT1080 viability, fluorescence; higher % means a stronger effect;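 also: cells exposed to compound overnight then 4 h with Alamar Blue; 0% = vehicle DMSO and 100% = killing control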
PMK inhibit – S. pneumoniae PMK inhibitors, primary screen, biochemical, mevalonate pathway, pilot trial included; phosphomevalonate kinase (Streptococcus pneumoniae D39); purified PMK, PK/LDH-coupled NADH absorbance 340 nm; inhibition, % at 10 µM; 0.49% of 65,000 active; AID 539, 2006;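 active = top-ranked compounds by inhibition in the single 10 µM screen, taking a fixed number of the strongest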;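 also: 0% = full reaction with DMSO carrier and 100% = background rate without enzyme reaction; no value below 0 was filed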
Bfl-1 inhibitors – Bfl-1 inhibitors, primary screen, biochemical, fluorescence polarization, FITC-Bid, mouse (AID 432) | 0.02% of 64,000 active | displacement, % at 20 µM; hits with a dose series show IC50 in µM | FITC-Bid BH3 peptide fluorescence polarization displacement; higher % means a stronger effect; in the data active = a potency from the dose series; inactive = the rest, 99 in 100 with displacement below about 15%; also: strong numbers were not always called active
DPM-DC inhibit – S. pneumoniae DPM-DC inhibitors, primary screen, biochemical, PK/LDH-coupled NADH fluorescence; diphosphomevalonate decarboxylase (Streptococcus pneumoniae D39); calls only at 10 µM; 0.49% of 65,000 active; AID 556, 2006; purified DPM-DC;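 active = the 320 compounds with the highest percent inhibition in the single-dose primary screen, excluding strongly autofluorescent ones, cut at about 32% in these data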;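 also: kinetic rate of NADH fluorescence loss reporting ADP formed by the decarboxylase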
TNAP inhibition – human TNAP enzyme inhibitors, biochemical, luminescent (AID 518); 0.09% of 64,000 active; purified TNAP enzyme, luminescent substrate readout; higher % means a stronger effect; one-dose inhibition, % at 20 µM; IC50 in µM for titrated hits; in the data active = a potency from the dose series; inactive = the rest, 99 in 100 with inhibition below about 22%;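 also: plate controls were vehicle for no effect and reference inhibitor for full effect; many of its hits are not listed in these tables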
KRASV12 cytotoxicity – cytotoxicity in KRAS-transformed pancreatic duct cells, primary screen, cell-based, fluorescence, HTS (AID 431); one-dose cytotoxicity, % at 10 µM; EC50 in µM for titrated hits; HPDE-C7K KRASV12 cells, Alamar Blue viability, 48 h; higher % means a stronger effect; 1.7% of 63,000 active;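 active = compounds whose percent cytotoxicity in the single-dose primary screen, scaled between solvent and toxic-drug controls, exceeds 50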;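 also: 0% = DMSO solvent wells and 100% = doxorubicin-treated wells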
HPDE-C7 viability – cytotoxicity in HPDE-C7 cells, cell-based, fluorescence, HTS (AID 430); HPDE-C7 pancreatic duct cells viability, fluorescence; higher % means a stronger effect; cytotoxicity, % at 10 µM, or EC50 in µM where a hit was titrated; 1.8% of 63,000 active;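 also: cells exposed to compound for 48 hours before viability readout; 0% = vehicle and 100% = reference cytotoxic drug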
LYP inhibition – LYP phosphatase inhibitors, primary screen, biochemical, DiFMUP fluorescence, recombinant catalytic domain, 10 µM (AID 606); 52,000 tested, under 10 active; Tyrosine-protein phosphatase non-receptor type 22 (Homo sapiens); recombinant LYP catalytic domain, DiFMUP fluorescence; higher % means a stronger effect; inhibition, % at 10 µM; hits with a dose series show IC50 in µM;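 active = IC50 under 40 µM in the dose-response test; inactive = IC50 of 40 µM or more, or never dose-tested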
PMK inhibit pilot replicates – also measured in PMK inhibit; calls as there; inhibition, %; measured here: pilot screen replicates
MK inhibit pilot replicates – recorded beside MK inhibit, whose call it bears; inhibition, %; measured here: pilot screen replicates
DPM-DC inhibit pilot screen % – recorded beside DPM-DC inhibit, whose call it bears; inhibition, %; measured here: pilot screen trials
* marks the source's active call; other numbers are inactive results; i = inactive; nt = no result given. Rule as the data show it, unless noted: active = cytotoxicity above about 50%; inactive = the rest.

Codes – A = MK inhibit; B = MK inhibit pilot replicates; C = HT1080 cytotoxicity; D = PMK inhibit; E = PMK inhibit pilot replicates; F = Bfl-1 inhibitors; G = DPM-DC inhibit; H = DPM-DC inhibit pilot screen %; I = TNAP inhibition; J = KRASV12 cytotoxicity; K = HPDE-C7 viability; L = LYP inhibition
molecule: C[C@]12CCC(=O)C=C1CC[C@@H]1[C@@H]2CC[C@@]2(C)[C@H]1CC[C@]2(O)C(=O)CO
  A: 2.0 | B: 0.0 | C: -9.5% | D: 5.0 | E: 0.0 | F: -3.6% | G: i | H: 0.5 | I: 15.3% | J: -2.1% | K: -10.6% | L: 16.6%
molecule: Oc1ccc(/C=C/c2cc(O)cc(O)c2)cc1
  A: 8.0 | B: 0.0 | C: 1.1% | D: 8.0 | E: 2.0 | F: -0.7% | G: i | H: 7.5 | I: 14.0% | J: nt | K: 6.97µM* | L: 15.8%
molecule: CCC(C)n1ncn(-c2ccc(N3CCN(c4ccc(OCC5COC(Cn6cncn6)(c6ccc(Cl)cc6Cl)O5)cc4)CC3)cc2)c1=O (centres undefined)
  A: 4.0 | B: 0.0 | C: 7.1% | D: 4.0 | E: 3.0 | F: 2.6% | G: i | H: 1.0 | I: 11.0% | J: 68.7%* | K: 65.7%* | L: 7.1%
molecule: Cc1nc2ccccn2c(=O)c1CCN1CCC(C(=O)c2ccc(F)cc2)CC1
  A: 8.0 | B: 0.0 | C: -1.5% | D: 9.0 | E: 1.5 | F: 1.7% | G: i | H: 4.5 | I: 18.1% | J: 10.8% | K: -14.3% | L: 2.5%
molecule: O=S(=O)(c1cccc2cnccc12)N1CCCNCC1
  A: 3.0 | B: 0.0 | C: -3.6% | D: 7.0 | E: 3.5 | F: -1.5% | G: i | H: 1.0 | I: 9.7% | J: -12.1% | K: -13.8% | L: 16.0%
molecule: CN(C)CCOC(C)(c1ccccc1)c1ccccn1 (centres undefined)
  A: 1.0 | B: 4.0 | C: 4.8% | D: 6.0 | E: 5.0 | F: -2.5% | G: i | H: 3.0 | I: 10.3% | J: 2.8% | K: -5.8% | L: 8.5%
molecule: CCN(CC)CCNC(=O)c1cc(Cl)c(N)cc1OC
  A: 4.0 | B: 0.0 | C: 23.2% | D: 7.0 | E: 0.0 | F: 8.2% | G: i | H: 0.0 | I: 9.9% | J: 5.4% | K: -11.5% | L: 9.2%
molecule: OCCN1CCN(CCCN2c3ccccc3Sc3ccc(Cl)cc32)CC1
  A: 8.0 | B: 0.0 | C: 22.8% | D: 1.0 | E: 2.5 | F: 1.5% | G: i | H: 0.0 | I: 7.4% | J: 10.5µM* | K: 10.4µM* | L: 17.2%

Results in TNAP inhibition, KRASV12 cytotoxicity and MK inhibit, for 4 of the compounds above:
Structure,TNAP inhibition,KRASV12 cytotoxicity,MK inhibit
OCCN1CCN(CCCN2c3ccccc3Sc3ccc(Cl)cc32)CC1,7.4%,10.5µM*,8.0
CN(C)CCOC(C)(c1ccccc1)c1ccccn1 (centres undefined),10.3%,2.8%,1.0
C[C@]12CCC(=O)C=C1CC[C@@H]1[C@@H]2CC[C@@]2(C)[C@H]1CC[C@]2(O)C(=O)CO,15.3%,-2.1%,2.0
O=S(=O)(c1cccc2cnccc12)N1CCCNCC1,9.7%,-12.1%,3.0

Copied from the list.
Under LYP inhibition, CN(C)CCOC(C)(c1ccccc1)c1ccccn1 (centres undefined) has 8.5%
Under Bfl-1 inhibitors, O=S(=O)(c1cccc2cnccc12)N1CCCNCC1 has -1.5%

Not all compounds are listed; rates above refer to the full screens.
